GPR55 LPI antagonism – GPR55 antagonists blocking LPI-driven arrestin recruitment, primary screen, imaging, U2OS, beta-arrestin-GFP, LPI agonist (AID 2013); U2OS GPR55 beta-arrestin-GFP translocation imaging, LPI antagonism; higher % means a stronger effect; 290,000 compounds, 0.13% hits; one-dose inhibition, % at 10 µM; IC50 in µM for titrated hits;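 active = spots per cell inhibited over 60%, with over 100 cells counted and total cytoplasm intensity under 500,000; inconclusive = wells with under 100 cells, flagged as likely toxic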;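 also: U2OS cells stably carrying GPR55 and arrestin-GFP stimulated by 5 µM LPI near EC80; imaged beta-arrestin-GFP aggregate spots per cell after agonist stimulation; plate controls were LPI-stimulated DMSO wells for no effect and DMSO wells without LPI for full effect; some results filed as inactive read as strong as hits; confirmed hits need IC50 under 10 µM and bright autofluorescent wells are also inconclusive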
NTR1 ag – NTR1-driven beta-arrestin-GFP spot formation – imaging, U2OS cells, high content, primary screen (AID 493036); 330,000 compounds, 0.17% hits; activation, % at 20 µM; P30989; agonist mode;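 active = activation at or above 40% of the spot to cytoplasm intensity ratio, with at least 20 cells analyzed; inconclusive = wells under 20 cells, flagged as cytotoxic or low count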;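 also: 0% = DMSO without peptide and 100% = 100 nM NTR1 peptide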
Target sequence (P30989 whole entry, looked up): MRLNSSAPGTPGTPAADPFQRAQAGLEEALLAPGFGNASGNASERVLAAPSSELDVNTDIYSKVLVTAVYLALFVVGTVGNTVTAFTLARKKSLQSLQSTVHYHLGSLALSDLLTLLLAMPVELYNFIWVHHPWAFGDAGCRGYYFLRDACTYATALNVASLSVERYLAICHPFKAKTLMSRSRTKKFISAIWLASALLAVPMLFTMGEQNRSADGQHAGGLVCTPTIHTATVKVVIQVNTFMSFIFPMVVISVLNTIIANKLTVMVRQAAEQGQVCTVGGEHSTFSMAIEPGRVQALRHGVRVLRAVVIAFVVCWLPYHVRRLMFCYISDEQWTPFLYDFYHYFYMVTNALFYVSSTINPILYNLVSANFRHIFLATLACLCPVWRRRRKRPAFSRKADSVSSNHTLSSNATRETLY
Myeloid diff 2 – compounds promoting myeloid differentiation | ER-HoxA9 myeloid progenitors, lysozyme-GFP differentiation, flow cytometry | AID 624256 | 360,000 compounds, 1% hits | calls only at 10 µM;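 active = normalized GFP-positive differentiation at or above the plate's own cutoff, the solvent-only control mean plus 3 SD; inconclusive = no clear call, values can overlap the other calls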;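 also: cells exposed to compound for four days before flow analysis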
KOR beta-arrestin-1 – kappa opioid receptor blockers – cell-based, luminescence, uHTS (AID 1778) | one-dose inhibition, % at 10 µM; IC50 in µM for titrated hits | KOR beta-arrestin recruitment, luminescence, antagonist mode; higher % means a stronger effect | 290,000 compounds, 0.091% hits; also: strong numbers were not always called active
NOD2 inhibition – inhibition of NOD2-driven NF-kB reporter – cell-based, luminescence, uHTS, HEK293 (AID 1566) | HEK293 NOD2/NF-kB luciferase reporter, luminescence; higher % means a stronger effect | inhibition, % at 4 µM; hits with a dose series show EC50 in µM | 290,000 compounds, 0.63% hits; also: many of its hits are not listed in these tables
NOD1 inhibition – inhibition of NOD1-driven NF-kB reporter – cell-based, luminescence, uHTS, primary screen (AID 1578). 290,000 compounds, 1% hits. NOD1-driven NF-kB luciferase reporter cells, luminescence; higher % means a stronger effect. inhibition, % at 4 µM, or EC50 in µM where a hit was titrated; in the data active = inhibition mostly above about 36%, no sharp cut-off; inactive = mostly below about 34%;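 also: HEK-293T reporter cells stimulated with the NOD1 agonist gamma-tri-DAP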
T cell modulator – T cell immune modulators affecting CD8 T cell-vesicle binding. 2C CD8+ T cell-vesicle binding, flow cytometry; active compounds read low. calls only at 7 µM. 330,000 compounds, 0.068% hits;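 active = response, share of CD8 T cells binding vesicles, and their 90th percentile fluorescence all below set limits, cut at about 80% in these data, passing the limit was not always enough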
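Benchmarks: naked versus QL9-loaded vesicles / Assay system: purified 2C TCR transgenic mouse naive CD8+ T cells / Technique: high-throughput flow cytometry with anti-B7-1 and anti-CD8 staining / Timing: Cell–vesicle co-incubation 1.5 h at 37 °C, staining 20 min on ice / Read-out: percent CD8+ FL2 mean versus row control / Probe or stimulus: QL9-loaded Drosophila micro-vesicles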
GPR55 activation – selective activators of receptor GPR55 – imaging, U2OS cells, beta-arrestin-GFP redistribution, primary screen (AID 1961). U2OS GPR55 beta-arrestin-GFP redistribution imaging; higher % means a stronger effect. activation, % at 10 µM, or EC50 in µM where a hit was titrated. 290,000 compounds, 0.048% hits;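 active = activation above 40% with more than 50 cells counted in the well; inconclusive = wells holding fewer than 50 cells, flagged as toxic or sparse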;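 also: U2OS osteosarcoma cells stably expressing GPR55 and beta-arrestin-GFP; plate controls were DMSO negative control for no effect and LPI positive control for full effect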
KOR beta-arrestin-2 – kappa opioid receptor activators – cell-based, luminescence, uHTS, primary screen (AID 1777). 280,000 compounds, 0.02% hits. activation, % at 10 µM; hits with a dose series show EC50 in µM. KOR beta-arrestin recruitment, luminescence; higher % means a stronger effect; in the data active = activation above about 50%, passing the limit was not always enough; also: a part of the inactive calls stands beside numbers as strong as those of hits
T cell modulator vesicle-bound % – also measured in T cell modulator; calls as there; double positive events, %; measured here: CD8+ vesicle-bound cell fraction;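 binding gate set so that unloaded-vesicle control wells show 10% double positive cells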
NTR1 ag cell count 20 µM – second read-out of NTR1 ag, no call of its own (marks repeat the call); cell count; measured here: cell count, cytotoxicity flag
Myeloid diff 2 GFP+ MAC1+ % – recorded beside Myeloid diff 2, whose call it bears; GFP+ MAC1+ double positive, %; measured here: differentiation confirmed by MAC1 staining
Numbers without * were called inactive; i = inactive; ? = inconclusive; · = not tested or not shown; [ ] = remark or other dose. Rule as the data show it, unless noted: active = inhibition above about 50%; inactive = the rest. Some of the compounds tested. The share of hits here may be higher or lower than overall.

SMILES	GPR55 LPI antagonism	NTR1 ag	NTR1 ag cell count 20 µM	Myeloid diff 2	Myeloid diff 2 GFP+ MAC1+ %	KOR beta-arrestin-1	NOD2 inhibition	NOD1 inhibition	T cell modulator	T cell modulator vesicle-bound %	GPR55 activation	KOR beta-arrestin-2
CCOC(=O)N1CCC(N2CCN(S(=O)(=O)CC)CC2)CC1	16%	-1.2	52	i	2.1	26%	-13%	-16%	i	19	-0.1%	-5.0%
CN(C(=O)c1cccs1)c1ccc(OCC(=O)Nc2ccc(C(=O)O)cc2)cc1	3%	0.4	62	i	0.4	20%	7%	-7%	i	37	-0.1%	-0.3%
COCCNC(C(=O)Nc1ccc(C)cc1[N+](=O)[O-])c1ccccc1 (stereo unspecified)	5%	0.7	64	i	0.5	26%	2%	-42%	i	35	-0.3%	-1.9%
Cn1ccc(C(=O)N/N=C/c2ccncc2)n1	-1%	-0.4	61	?	·	-23%	-2%	-39%	·	·	0.0%	3.6%
Cc1cccn2cc(CNC(=O)c3ccc(Br)o3)nc12	-1%	-0.2	39	i	2.3	25%	-31%	-12%	i	26	-0.1%	-2.5%
CC(C)c1csc(CN2CCC(n3nccc3NC(=O)Cc3ccccc3)CC2)n1	7%	-1.3	48	i	0.0	12%	2%	-25%	i	18	-0.1%	-3.6%
COc1ccc(S(=O)(=O)N2CCCCCC2)cc1N(C)S(=O)(=O)c1ccc(C)cc1	19%	-2.8	47	i	0.4	-4%	21%	10%	i	44	-0.3%	-2.1%
C=C(C)C(=O)Nc1ccc(OC(F)(F)C(F)F)c(NC(=O)C(=C)C)c1	0%	-0.1	76	i	0.3	1%	5%	-28%	i	31	-0.1%	0.5%
CCOC(=O)c1ccc(N2CCCCC2)c(NS(=O)(=O)c2ccc(C)cc2)c1	-16%	2.3	35	i	1.0	-30%	-26%	-9%	i	31	-0.1%	0.3%
COCCCNC(=O)CSc1ccc(Cl)cc1	-3%	-1.1	47	i	5.0	11%	2%	·	i	23	-0.1%	-5.5%
O=C(Nc1nc(=O)n(C(=O)C2CC2)s1)c1ccccc1	15%	-0.7	60	i	1.0	-18%	27%	-13%	i	13	-0.1%	-1.1%
COC(=O)c1ccc(NC(=O)Cn2nnc(-c3cccs3)n2)cc1	-2%	1.1	46	i	0.4	3%	12%	-46%	i	35	-0.6%	-2.7%
CC1CCN(c2ccc(/C=N\Nc3nncn3N)cc2[N+](=O)[O-])CC1	-1%	·	·	i	0.0	-4%	16%	-18%	i	47	0.3%	5.6%
Cc1cccc(N(C(=O)c2ccc(CN3CCOCC3)o2)C(C(=O)NC(C)(C)C)c2ccc(F)cc2)c1 (stereo unspecified)	11%	0.8	32	i	2.3	-17%	11%	-24%	i	46	0.5%	3.4%
O=C(c1ccccc1)N1CCCCC(Sc2nnnn2-c2ccccc2)C1=O (stereo unspecified)	28%	1.8	38	i	0.9	-16%	14%	-16%	i	29	0.2%	9.0%

An excerpt of these results, in CSV form.
mol,GPR55 LPI antagonism,NTR1 ag,NTR1 ag cell count 20 µM,Myeloid diff 2,Myeloid diff 2 GFP+ MAC1+ %,KOR beta-arrestin-1,NOD2 inhibition,NOD1 inhibition,T cell modulator,T cell modulator vesicle-bound %,GPR55 activation,KOR beta-arrestin-2
Cc1cccn2cc(CNC(=O)c3ccc(Br)o3)nc12,-1%,-0.2,39,i,2.3,25%,-31%,-12%,i,26,-0.1%,-2.5%
CC(C)c1csc(CN2CCC(n3nccc3NC(=O)Cc3ccccc3)CC2)n1,7%,-1.3,48,i,0.0,12%,2%,-25%,i,18,-0.1%,-3.6%
COc1ccc(S(=O)(=O)N2CCCCCC2)cc1N(C)S(=O)(=O)c1ccc(C)cc1,19%,-2.8,47,i,0.4,-4%,21%,10%,i,44,-0.3%,-2.1%
C=C(C)C(=O)Nc1ccc(OC(F)(F)C(F)F)c(NC(=O)C(=C)C)c1,0%,-0.1,76,i,0.3,1%,5%,-28%,i,31,-0.1%,0.5%
CCOC(=O)c1ccc(N2CCCCC2)c(NS(=O)(=O)c2ccc(C)cc2)c1,-16%,2.3,35,i,1.0,-30%,-26%,-9%,i,31,-0.1%,0.3%
COCCCNC(=O)CSc1ccc(Cl)cc1,-3%,-1.1,47,i,5.0,11%,2%,·,i,23,-0.1%,-5.5%
O=C(Nc1nc(=O)n(C(=O)C2CC2)s1)c1ccccc1,15%,-0.7,60,i,1.0,-18%,27%,-13%,i,13,-0.1%,-1.1%
COC(=O)c1ccc(NC(=O)Cn2nnc(-c3cccs3)n2)cc1,-2%,1.1,46,i,0.4,3%,12%,-46%,i,35,-0.6%,-2.7%
CC1CCN(c2ccc(/C=N\Nc3nncn3N)cc2[N+](=O)[O-])CC1,-1%,·,·,i,0.0,-4%,16%,-18%,i,47,0.3%,5.6%
Cc1cccc(N(C(=O)c2ccc(CN3CCOCC3)o2)C(C(=O)NC(C)(C)C)c2ccc(F)cc2)c1 (stereo unspecified),11%,0.8,32,i,2.3,-17%,11%,-24%,i,46,0.5%,3.4%
O=C(c1ccccc1)N1CCCCC(Sc2nnnn2-c2ccccc2)C1=O (stereo unspecified),28%,1.8,38,i,0.9,-16%,14%,-16%,i,29,0.2%,9.0%

The results go on:
SMILES	GPR55 LPI antagonism	NTR1 ag	NTR1 ag cell count 20 µM	Myeloid diff 2	Myeloid diff 2 GFP+ MAC1+ %	KOR beta-arrestin-1	NOD2 inhibition	NOD1 inhibition	T cell modulator	T cell modulator vesicle-bound %	GPR55 activation	KOR beta-arrestin-2
CC1(C)CC(=O)C(C2NCCc3ccccc32)=C(O)C1 (stereo unspecified)	-2%	-0.3	34	i	0.7	2%	0%	-18%	i	41	0.4%	-3.4%
Cc1oc(-c2cccc(Cl)c2)nc1CS(=O)(=O)CC(=O)NCCN1CCCC1	-2%	-0.4	51	i	4.8	-31%[20 µM]	9%	-10%	i	30	1.5%	-4.1%
Cc1nc2cc3c(cc2s1)OCO3	-4%	-0.7	67	i	0.5	-1%	1%	-7%	i	18	0.0%	3.3%
CCOc1ccc(S(=O)(=O)N2CCN=C2Cc2ccccc2)cc1C	-4%	1.0	51	i	2.6	0%	28%	-8%	i	11	-0.1%	-1.0%
Cc1ccc(OCC(=O)Nc2ccc3c(c2)OCO3)c([N+](=O)[O-])n1	5%	1.9	60	i	0.2	7%	-41%	-15%	i	4	-0.1%	6.8%
C/C(=N\N1CCN(C2c3ccccc3-c3ccccc32)CC1)c1cccnc1	28%	7.4	67	i	1.0	-18%	0%	10%	i	53	-0.1%	6.3%
O=C(NCc1ccco1)c1ccc(S(=O)(=O)N2CCOCC2)cc1	·	0.8	71	i	0.6	7%	16%	13%	i	19	-0.1%	-2.6%
CCNC(=O)/C(C#N)=C/c1c(N2CCN(c3cccc(Cl)c3)CC2)nc2c(C)cccn2c1=O	90%	11	79	i	1.7	-14%	·	·	i	34	-0.1%	1.0%
CNC(=S)N/N=C/c1c(C)nn(-c2ccccc2)c1Cl	2%	1.0	79	i	3.0	-3%	-29%	-36%	i	13	-0.2%	1.1%
CCN(CC)CC(O)CN(c1ccccc1)S(=O)(=O)c1ccc2ccccc2c1 (stereo unspecified)	8%	0.6	80	i	0.5	-5%	-8%	-2%	i	32	-0.1%	-1.4%
Cc1coc2cc3oc(=O)c(CCC(=O)NCCCN4CCCC4=O)c(C)c3cc12	-5%	5.3	87	i	5.2	-12%[20 µM]	0%	-2%	i	32	-0.1%	1.5%
O=C(CSCc1ccc([N+](=O)[O-])cc1)N/N=C/c1ccncc1	-11%	0.3	90	i	0.4	-15%	22%	-13%	i	60	1.0%	-1.8%
O=c1ccc2cc(S(=O)(=O)NCCCc3ccccc3)ccc2[nH]1	9%	-0.2	87	i	0.5	-10%	9%	6%	i	6	-0.1%	1.8%
Cc1ccccc1-c1cc(-c2ccccc2O)on1	-6%	3.2	66	i	4.1	-11%	-171%	0%	i	12	-0.1%	0.2%
CC(OC(=O)c1ccc(NS(=O)(=O)c2ccc3[nH]c(=O)[nH]c3c2)cc1)C(=O)Nc1ccc(Cl)cc1 (stereo unspecified)	0%	1.6	64	i	0.5	1%[20 µM]	-2%	-36%	i	42	-0.1%	-1.6%
Cc1nn(CC(=O)Nc2ccc3c(c2)nc(CN2CCCCC2)n3C)c(=O)c2ccccc12	4%	-0.5	53	i	0.1	44%	-6%	-13%	i	60	-0.1%	-1.7%
Cc1ccc(OCCC(=O)NCCc2ccc(S(N)(=O)=O)cc2)cc1	-2%	-0.8	37	i	0.6	7%	0%	-37%	i	48	0.0%	0.7%
O=C(CSc1nc2ccc(Nc3nc(N4CCOCC4)nc(N4CCOCC4)n3)cc2s1)Nc1ccccc1F	12%	5.8	65	i	0.5	-96%	23%	-35%	i	22	-0.1%	0.3%
CC(C)NC(=O)CSCc1cccc(Br)c1	10%	-0.9	53	i	6.6	30%	4%	-16%	i	38	-0.2%	-7.5%
COc1ccc(C(=O)C(C)Oc2cccc(NC(=O)c3cccc([N+](=O)[O-])c3)c2)cc1 (stereo unspecified)	2%	-0.2	40	?	·	-3%	16%	-16%	i	8	0.4%	7.9%
O=S(=O)(NCc1ccco1)c1ccc(Cl)cc1Cl	10%	-1.7	53	i	0.9	11%	14%	-19%	i	36	-0.4%	1.1%

Screening results from PubChem BioAssay.
